PKA-R2B activ: PKA-R2B complex activation | PKA-R2B holoenzyme dissociation, Cy5-IP20 fluorescence polarization; R2B truncated from residue 108, S112A mutant; 0% DMSO only, 100% 113 µM cGMP | activation, % at 11.4 µM | hit rate 0.079% among 340,000 | AID 504700;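 active = activation above a cutoff set at the mean over all compounds plus 3 SD, cut at about 18% in these data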;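 note: higher means more holoenzyme dissociation and a rise in polarization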
Target sequence (P31323 whole entry, looked up, other chains not shown, the tested form may be a part): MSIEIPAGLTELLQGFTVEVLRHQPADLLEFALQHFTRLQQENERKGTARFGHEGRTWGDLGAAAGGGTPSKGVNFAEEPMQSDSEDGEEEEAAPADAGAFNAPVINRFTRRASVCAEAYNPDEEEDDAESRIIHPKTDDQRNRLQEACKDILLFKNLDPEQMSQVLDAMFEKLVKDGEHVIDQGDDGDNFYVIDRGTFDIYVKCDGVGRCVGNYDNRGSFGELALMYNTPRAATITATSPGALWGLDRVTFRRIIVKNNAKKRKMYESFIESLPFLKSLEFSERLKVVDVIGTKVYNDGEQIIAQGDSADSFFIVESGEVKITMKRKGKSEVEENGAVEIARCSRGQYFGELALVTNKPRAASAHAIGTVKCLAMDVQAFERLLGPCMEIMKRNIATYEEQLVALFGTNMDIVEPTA
PfHsp90 yeast 2: reduces growth (ATP signal) of yeast expressing P. falciparum Hsp90; S. cerevisiae expressing PfHsp90, BacTiter-Glo ATP, 48 h; yeast lacking PDR1 and PDR3 efflux regulators; inhibition, % at 9.4 µM; hit rate 0.32% among 310,000;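 active = every replicate shows inhibition above about 80%, whatever the replicate mean, limit read from the data; inconclusive = mean inhibition reaches the set limit but some replicate falls short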;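 note: 0% = DMSO neutral controls and 100% = 20 µM radicicol positive controls; yeast relying on Plasmodium falciparum Hsp90 in place of its own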
Tat transport: E. coli Tat transport inhibition; E. coli MC4100 TorA-mCherry Tat export, fluorescence; inhibition, % at 10 µM; hit rate 0.036% among 340,000;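 active = mean replicate inhibition at least 50% and at least half of replicates individually reaching 50%; inconclusive = only one of the two criteria met; inactive = neither criterion met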;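 note: exported cargo escapes ClpAP degradation while cytoplasmic cargo is degraded and loses fluorescence; 0% = median of neutral control wells and 100% = median of NaSCN control wells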
OPRM1-OPRD1 ag: OPRM1-OPRD1 heterodimerization agonism; P35372+P41143; cells, luminescence; activation, % at 9.3 µM; hit rate 0.3% among 340,000; in the data active = activation above about 18%;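 note: 0% = vehicle-treated cells and 100% = reference agonist; values of inactives mirror those of a sister screen read the other way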
HTR5A inv ag: HTR5A inverse agonism, opioid heterodimer counter-screen; hit rate 0.083% among 340,000; P47898; HTR5A cell line, luminescence; inhibition, % at 9.3 µM; in the data active = inhibition mostly above about 23%, no sharp cut-off; inactive = mostly below about 18%;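 note: 0% = cells with DMSO and 100% = no-cell wells with DMSO; some compounds called inactive have numbers as strong as hits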
Target sequence (P47898 whole entry, looked up): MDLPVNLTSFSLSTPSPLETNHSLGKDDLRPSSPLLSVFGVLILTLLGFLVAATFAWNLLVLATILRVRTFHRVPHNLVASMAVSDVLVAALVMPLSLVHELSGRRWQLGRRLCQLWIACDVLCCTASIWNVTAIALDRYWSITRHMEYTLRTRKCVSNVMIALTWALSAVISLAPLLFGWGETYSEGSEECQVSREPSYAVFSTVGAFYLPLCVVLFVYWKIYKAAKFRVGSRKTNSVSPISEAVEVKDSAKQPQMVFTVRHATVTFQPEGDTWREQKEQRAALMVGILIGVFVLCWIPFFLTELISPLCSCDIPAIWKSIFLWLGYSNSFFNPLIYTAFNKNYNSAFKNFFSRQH
AddAB inh: less growth of phage-infected E. coli with AddAB; inhibition, % at 11.9 µM; E. coli expressing H. pylori AddAB, absorbance growth; hit rate 0.29% among 330,000; in the data active = inhibition above about 12%;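 note: 0% = vehicle wells of infected cells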
PKA-R1A activ: PKA-R1A complex activation; hit rate 0.083% among 340,000; activation, % at 11.4 µM; PKA-R1A dissociation, Cy5-IP20 fluorescence polarization; scaled: DMSO 0%, 113 µM cGMP 100%; P00514+P68181;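 active = percent activation above the mean of all tested compounds plus 3 SD, cut at about 19% in these data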;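 note: higher means more PKAc released from R1A so a rise in polarization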
Mot1-301 SUMO: inhibitors of SUMOylation pathway: yeast Mot1-301 growth rescue | S. cerevisiae Mot1-301 growth rescue, ATP luminescence, 38.5C; percent above DMSO median, 100 means doubled | growth rescue, % at 18.8 µM | hit rate 1% among 320,000;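 active = every valid replicate shows activation above 250% relative to neutral control wells; inactive = the rest, any valid replicate at or below 250%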;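 note: OY570 slx delta 5 strain wells were the positive control but not used for scaling; some compounds called inactive have numbers as strong as hits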
OPRM1-OPRD1 inv: inverse agonist of human OPRM1-OPRD1 heterodimerization | inhibition, % at 9.3 µM | cell-based MOR-DOR heterodimer luminescence, inverse agonism | P35372+P41143 | hit rate 0.21% among 340,000; in the data active = inhibition above about 22%, passing the limit was not always enough;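 note: 0% = cells with DMSO and 100% = wells without cells with DMSO; values of inactives mirror those of a sister screen read the other way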
Ecoli viability: reduces bacterial viability in AddAB counter-screen; E. coli V3065 growth, OD600 absorbance, 18 h; inhibition, % at 11.9 µM; hit rate 0.27% among 330,000; AID 449728;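 active = inhibition above the campaign's mean inhibition across all tested compounds plus 3 SD, cut at about 9.9% in these data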;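 note: uninfected addAB+ strain grown without phage in ampicillin broth; 0% = DMSO wells and 100% = ciprofloxacin 0.95 µg/ml wells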
phage Ecoli inh: E. coli growth loss with phage present. hit rate 0.26% among 360,000. inhibition, % at 11.9 µM. growth absorbance; in the data active = inhibition above about 11%
* = called active by the depositor; ? = inconclusive; . = no result given.

The line under a structure holds: AddAB inh | Mot1-301 SUMO | OPRM1-OPRD1 ag | phage Ecoli inh | PfHsp90 yeast 2 | Tat transport | OPRM1-OPRD1 inv | PKA-R2B activ | Ecoli viability | PKA-R1A activ | HTR5A inv ag
- CC1CCCCN1c1nc2nonc2nc1N1CCCCC1C (centres undefined)
→ -2.5 | 15 | -1.6 | 0.6 | . | 4 | 9 | -1 | -3.5 | 2 | -3
- CCOC(=O)/C(C#N)=C/Nc1cc(F)ccc1C
→ 2.7 | 9 | -0.5 | -0.1 | -1 | 4 | 2 | 4 | 3.7 | -8 | -10
- CC1CCCCN1S(=O)(=O)c1ccccc1[N+](=O)[O-] (centres undefined)
→ 1.6 | 4 | -2.5 | 2.9 | -29 | 0 | 13 | -10 | 1.6 | 6 | 5
- COc1ccc2cc(CCNC(=O)c3ccc(Br)o3)c(=O)[nH]c2c1
→ 1.2 | 13 | -3.0 | 3.1 | 0 | -6 | 16 | -11 | 0.7 | -8 | -24
- Cc1cc(NC(=O)c2cccc(S(=O)(=O)N3CCOCC3)c2)c2ccccc2n1
→ 0.7 | . | 2.0 | 1.6 | 4 | -4 | -11 | -3 | -0.2 | 1 | 18
- CC(=O)Nc1ccc(C(=O)NC(C)c2ccc(-n3ccnc3)cc2)cc1 (centres undefined)
→ 1.2 | 0 | -0.1 | -1.6 | 11 | -7 | 0 | 2 | 1.6 | -8 | 6
- COc1ccc(-c2cc3ccccc3oc2=O)cc1NC(=O)c1cccnc1
→ 1.4 | 53 | -0.5 | 2.6 | . | -3 | 2 | -6 | -0.1 | -5 | -2
- CCOC(=O)c1c(C)[nH]c(C(=O)NCCc2ccc(OC)c(OC)c2)c1C
→ 1.9 | -11 | -0.8 | 0.4 | 11 | 5 | 6 | 3 | -0.8 | -4 | -8
- C=CCOc1ccc(C(=O)CC)cc1OC
→ 0.2 | 3 | -3.5 | 2.2 | -11 | 1 | 16 | -5 | -0.4 | -1 | 4
- Cc1ccc(C(=O)CC2(O)C(=O)Nc3ccccc32)s1 (centres undefined)
→ 1.2 | -23 | -0.6 | 4.7 | -1 | 5 | 3 | -7 | -1.8 | -15 | 19
- O=C1c2ccccc2NC2CCCCC12 (centres undefined)
→ 1.6 | 106 | -2.8 | 1.0 | 3 | 3 | 16 | -3 | 0.6 | -2 | -1
- O=C(Cn1c(-c2ccccc2)noc1=O)Nc1ccc(N2CCCCCC2)cc1
→ -0.7 | 0 | 7.2 | 3.3 | 0 | 0 | -39 | -7 | -1.4 | 14 | -8
- Cc1ccc(S(=O)(=O)NNC(=O)C(=O)NNc2ccccn2)cc1
→ -2.5 | 109 | 3.1 | 4.3 | -3 | 4 | -17 | -4 | -3.6 | 8 | -16
- Cc1cccc(C(=O)NC(=S)Nc2ccc(Cc3ccncc3)cc2)c1
→ 0.9 | -21 | -1.3 | 2.3 | 10 | -1 | 8 | 1 | -0.7 | 9 | -32
- CSc1nnc(SCC(=O)Nc2ccc3[nH]c(=O)[nH]c3c2)s1
→ 0.7 | -4 | -3.1 | 1.0 | 18 | -12 | 12 | -9 | -1.8 | 0 | 7
- COc1ccc(OC)c(NC(=O)CN(c2ccc(C)cc2)S(=O)(=O)c2c(C)n[nH]c2C)c1
→ 2.0 | -1 | -2.2 | -0.6 | 9 | 14 | 11 | -4 | 1.3 | -9 | 18
- COc1ccc(NC(=O)Nc2cccnc2)cc1
→ 1.7 | -7 | -0.1 | 2.2 | -2 | 9 | 1 | 2 | -1.3 | 3 | 0
- COc1cccc(NC(=O)Nc2ccc3nc(C)c(C)nc3c2)c1
→ 4.0 | 3 | 0.7 | -1.1 | 9 | -10 | -3 | 0 | -0.9 | 2 | -11
- CCOc1nc(NC2CCCC2)nc(N2CCC(C)CC2)n1
→ 1.2 | -3 | 14 | -0.2 | -12 | 12 | -63 | -8 | -1.7 | -4 | -8
- CCCCCNC(=O)C1c2ccccc2Oc2ccccc21
→ 0.0 | 173 | -4.1 | 1.8 | 5 | -1 | 21 | 1 | -0.3 | -6 | -34
- Cc1ccc(C(CCNC(C)c2cccs2)c2ccco2)cc1 (centres undefined)
→ -0.2 | -19 | 8.6 | 3.2 | 18 | 5 | -43 | 6 | 1.4 | -3 | -2
- COc1cccc(NC(=O)C(C)N2C(=O)c3ccccc3S2(=O)=O)c1 (centres undefined)
→ -0.1 | -4 | -0.9 | -0.5 | 26 | 10 | 6 | 3 | 2.1 | 8 | 2
- COc1ccc(/C=N/Nc2nncc3ccccc23)c(OC)c1
→ 1.6 | 26 | 1.5 | 4.7 | -4 | -5 | -8 | -9 | 0.0 | -3 | 0
- C#CCNc1cc(C)nc2ncnn12
→ 0.1 | -3 | -2.1 | -0.4 | -12 | -3 | 12 | 2 | -3.4 | 9 | 2
- O=C1CNC(=O)/C1=C\N1CCN(C(c2ccccc2)c2ccccc2)CC1
→ 3.5 | -14 | -0.1 | 1.1 | 16 | ? | 1 | 10 | -0.2 | -7 | 14
- CC1(C)C(c2ccccc2)=[N+]([O-])CN1O
→ 1.3 | -2 | -2.6 | 3.1 | 14 | -2 | 14 | 0 | -0.5 | -8 | -4
- Cc1ccc(C2Nc3ccccc3NC3=C2C(=O)OC(C)C3)cc1 (centres undefined)
→ 2.4 | 3 | -2.3 | 4.8 | -2 | -5 | 13 | -10 | -1.6 | 2 | -18
- CC(C)Cc1nc(SCC(=O)N2CCCC2)c2c(=O)n(C)c(=O)n(C)c2n1
→ 1.5 | -8 | -2.0 | -0.4 | 30 | 6 | 8 | -7 | 0.7 | -21 | 21
- CCOC(=O)CCc1n[nH]c(=O)[nH]c1=O
→ 1.4 | -8 | -1.8 | 2.0 | -4 | -4 | 7 | 7 | -3.4 | -1 | 20
- CC(=O)COc1ccc2c(C)c(C)c(=O)oc2c1
→ 2.7 | 7 | -1.1 | 0.9 | -5 | 4 | 5 | 3 | 0.2 | 2 | 2
- CC(C)Cn1c(N)c(C(=O)COC(=O)C2Cc3ccccc3CN2S(C)(=O)=O)c(=O)n(C)c1=O (centres undefined)
→ -0.4 | 1 | 0.3 | 2.1 | 0 | 3 | -2 | -9 | -1.6 | -9 | -16
- COC(=O)C1=CN(CCOC23CC4CC(CC(C4)C2)C3)C=C(C(=O)OC)C1c1ccsc1
→ -1.8 | 6 | 1.1 | 1.7 | -5 | 8 | -5 | -12 | -2.2 | 4 | -7
- CS(=O)(=O)n1nc(NCc2cccs2)nc1NCc1cccs1
→ 4.5 | 2 | -2.8 | 2.4 | -23 | -6 | 14 | 2 | -4.0 | -8 | 4
- COc1ccc(CCNC(=O)c2c(C)cc(=O)oc2C)cc1OC
→ 1.3 | 12 | -3.5 | 0.9 | . | 4 | 18 | -3 | 3.4 | -5 | -11
- Cc1ccc(N2C(=O)C(NC(=O)c3ccccc3)(C(F)(F)F)C3=C2CC(C)(C)CC3=O)cc1 (centres undefined)
→ 1.0 | 93 | -0.8 | 4.3 | -11 | -3 | 5 | 7 | 2.5 | -8 | -3
- CCN(CC)CC(=O)Nc1cccc(S(=O)(=O)N2CCCC2)c1
→ 0.3 | -10 | -1.1 | 0.8 | 4 | -5 | 6 | 8 | 1.8 | 4 | -61
- O=C(/C=C/c1ccccc1Cl)Nc1cccnc1
→ 1.9 | 8 | -1.8 | 3.2 | 11 | 5 | 9 | 1 | 0.8 | 6 | -15
- Cc1ccc(-n2cnc3ncnc(-c4ccccc4)c32)cc1
→ 2.9 | 14 | -0.1 | 4.7 | 23 | -3 | 0 | 1 | 0.4 | -2 | 8
- Cc1cccc(NC(=S)NCC(c2cccnc2)N2CCOCC2)c1C (centres undefined)
→ 0.6 | 0 | -1.5 | 1.9 | 21 | -3 | 8 | -2 | 1.0 | 3 | 11
- COc1cc(OC)cc(-c2c(-c3ccc(F)cc3)c3cc(-c4ccc(SC)cc4)ccc3n2C)c1
→ 2.9 | 0 | -2.5 | 1.8 | 7 | 7 | 14 | -6 | 1.8 | 15 | 19
- O=C(Cn1cc2c(n1)CCCC2)NCCCN1CCN(Cc2ccccc2)CC1
→ -0.5 | -11 | -1.7 | 2.3 | . | 6 | 9 | -7 | 1.5 | 1 | -4
- O=C(CCN1C(=O)c2cccc3cccc(c23)C1=O)NC1CCS(=O)(=O)C1 (centres undefined)
→ 1.0 | 2 | -1.8 | 1.5 | 10 | 0 | 9 | -7 | 1.1 | 8 | 6
- Cc1nc2cc(Nc3ccncc3)ccc2s1
→ 2.3 | 15 | -0.8 | 1.4 | -14 | 1 | 5 | -2 | 1.0 | 9 | 4
- NC(=O)c1ccsc1NC(=O)COC(=O)COc1ccc(C=O)cc1
→ 2.1 | 2 | -1.5 | 1.5 | -7 | 0 | 8 | 0 | 0.7 | 11 | -9
- COc1ccccc1-c1coc2c(CN3C(C)CCCC3C)c(O)ccc2c1=O (centres undefined)
→ 2.2 | 1 | -0.4 | -3.2 | -12 | -6 | 2 | -5 | 0.3 | 10 | -16
- O=C(CCNS(=O)(=O)c1ccccc1C(F)(F)F)NC1CCCCCC1
→ . | . | -3.5 | 1.6 | . | -1 | 18 | -1 | . | -1 | 20
- COc1ccccc1C(=O)N(Cc1sccc1C)C1CCS(=O)(=O)C1 (centres undefined)
→ 2.0 | 15 | -1.3 | 3.2 | 15 | -3 | 7 | 0 | -1.1 | -9 | 7
- CC(Sc1nnc(C2CC2)n1C1CC1)C(=O)NC1(C#N)CCCCC1 (centres undefined)
→ 2.7 | -8 | -2.6 | 2.4 | 0 | -10 | 10 | -4 | -0.2 | -8 | 5
- O=C(CN1CCOCC1)Nc1nc2cc([N+](=O)[O-])ccc2s1
→ 1.0 | 6 | -2.4 | 1.7 | -3 | 28 | 12 | -8 | -0.8 | 0 | 16
- O=C(O)Cn1cc(C(=S)N2CCOCC2)c2ccccc21
→ -0.1 | -9 | 0.0 | 1.7 | -1 | ? | 0 | 3 | -2.5 | 1 | 24

Further structures:
The line under a structure holds: AddAB inh | Mot1-301 SUMO | OPRM1-OPRD1 ag | phage Ecoli inh | PfHsp90 yeast 2 | Tat transport | OPRM1-OPRD1 inv | PKA-R2B activ | Ecoli viability | PKA-R1A activ | HTR5A inv ag
- CCCCNC(=O)c1cn(C)c2ccc(S(=O)(=O)N3CC(C)CC(C)C3)cc2c1=O (centres undefined)
→ 0.1 | -2 | -0.9 | . | 10 | 0 | 5 | 4 | -0.6 | 8 | -43
- CC1(C)CC(N2CCCC2)=CC(=[N+]2CCCCC2)C1
→ 3.3 | 86 | 2.0 | 2.5 | -12 | -4 | -15 | 1 | 0.6 | -10 | 2
- C#CCOCCOCCOCCNc1nc(N2CCN(C(=O)[C@H](CCC(=O)O)n3cc(C(N)Cc4ccc(O)cc4)nn3)CC2)nc(N2CCN(C(=O)[C@H](CCC(=O)O)n3cc(C(N)[C@H](C)CC)nn3)CC2)n1 (some centres undefined)
→ 2.9 | -24 | -2.0 | . | -11 | -9 | 12 | -9 | 0.3 | 2 | -18
- Cc1cc(C)c(NC(=S)N2CCN(c3ccc([N+](=O)[O-])cn3)CC2)cc1C
→ -0.2 | 15 | 1.7 | -0.9 | 4 | -7 | -10 | 3 | -0.3 | 6 | -25
